Screening data (PubChem)
TbPYK inhibitor: qHTS of Trypanosoma Brucei Inhibitors; Potency, µM (doses to about 76.8 µM), without a hit: top-dose activity, negative = inhibition, hits mostly inhibitors; TbPYK enzyme, Kinase-Glo Plus ATP luminescence, 45 min; pyruvate kinase (Trypanosoma brucei), Q57TT1; hit rate 0.12% among 410,000; active means well fitted inhibition curve with a large enough effect; inconclusive means small, poorly fitted or top-dose-only effect; further: nearly all actives have a fitted effect of over 50% in size
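Screened from lowest to highest concentration, compounds were pinned into TbPYK/substrate mixtures, and ADP (130 uM final) was added. Plates sat at room temperature for 45 min prior to Kinase-Glo Plus detection by luminescence.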
* hit, by the source's call; ? = inconclusive; [ ] = remark or other dose. On the % scale 0 is the no-effect control and ±100 the full control effect; potency means the concentration at half of the fitted maximal effect. Only part of the results is shown; count on the stated rates, not on these rows.

SMILES	TbPYK inhibitor
Cc1ccc2nc(-c3ccc(C)o3)c(Nc3ccc4c(c3)OCCO4)n2c1	-8%
O=C(Cn1ncc2c3ccccc3n(Cc3ccccc3)c2c1=O)NCc1ccccc1	2%
O=S1(=O)C[C@H](N2CCCC2)[C@@H](COCc2ccccc2)N1	8%
COc1ccccc1CNC(=O)C1(C)CCCCN1C (stereo unspecified)	-2%
CC(C)(C(=O)N1CCC1(C)C(=O)NS(=O)(=O)c1cccc(C#N)c1)c1ccccc1 (stereo unspecified)	-4%
COc1cccc(C2=Cc3ccc(F)cc3C(CC(C)=O)N2c2ccc(C#CC3(O)CCCCC3)cc2)c1 (stereo unspecified)	-4%
Cc1ccc(NC(=O)C2CCN(S(=O)(=O)c3c(C)noc3/C=C/c3ccco3)CC2)cc1C	0%
O=S(=O)(c1cnccc1N1CCN(CCO)CC1)N1CCCC1	-7%
Cc1cc(C(=O)N2CCC2(C)C(=O)Nc2cc(C(C)(C)C)nn2C)nn1C (stereo unspecified)	-4%
CCOCCCn1c(SCC(=O)Nc2ccccc2OC)nc2c(oc3ccccc32)c1=O	0%
O=C(Cc1ccccc1)N(Cc1cccnc1)c1nc2c(Cl)cccc2s1	3%[15.4 µM]
Cc1cc(C)cc(NC(=O)c2cc(C)nc3c2c(C)nn3-c2ccccc2)c1	3%
COc1cccc(-n2ccn(CC(=O)Nc3ccccc3F)c(=O)c2=O)c1	4%
COC(=O)CNC(=O)Nc1cc(C(=O)NCc2ccc(C)cc2)ccc1N1CCCC1	0%
O=C(c1ccc2c(c1)N(Cc1ccccc1F)C(=O)c1ccccc1S2(=O)=O)N1CCN(c2ccccc2F)CC1	-1%
O=C(NCc1ccc(F)cc1)c1cc(C2CCCCN2S(=O)(=O)Cc2ccccc2)on1 (stereo unspecified)	3%
Cc1ccc(-n2ncc3c(N4CCN(Cc5ccccc5)CC4)ncnc32)cc1Cl	4%
COc1ccc(-c2nc(CSCC(=O)N3CCN(c4cc(Cl)ccc4C)CC3)c(C)o2)cc1	-7%
COc1ccc(CNC(=O)c2ccc(-c3c(C)noc3C)c3ccoc23)cc1OC	7%
CCn1c(=O)cc(OCC(=O)Nc2cc(OC)c(OC)c(OC)c2)c2ccccc21	-5%
CCc1noc(C)c1C(=O)Nc1sc(C(=O)N(C)C)c(C)c1C#N	3%
Nc1ccc(CC(N)c2csc(Nc3cc(Oc4ccccc4)ncn3)n2)cc1 (stereo unspecified)	-1%
Cc1ccc2c(c1)CCO[C@@]21O[C@H](CCO)C[C@H](O)[C@H]1O	-2%
Cc1cccc(C)c1-n1nnnc1C(c1ccnc2ccccc12)N1CCN(CCN(C)C)CC1 (stereo unspecified)	1%
COC(=O)c1c(-c2ccccc2)[nH]c(-c2nccc3ccccc23)c1C(=O)OC	-7%
Cc1ccc(NC(=O)Cn2nc(C(F)(F)F)c3c2CCCC3)cc1C	5%
COc1ccc(Cn2cc(S(=O)(=O)c3ccc(Cl)cc3)c(=O)c3cc4c(cc32)OCO4)cc1	0%
N#Cc1ccc(NC(=O)c2cc(-c3cccc(Cl)c3)on2)cc1	-8%
COc1cccc(NC(=O)c2c(C(=O)Nc3ccccc3)sc3nc(C)cc(=O)n23)c1	-13%
CCCCNC(=O)C1(C)CCN1Cc1ccc(C(=O)OCC)cc1 (stereo unspecified)	3%

5 structures out of the list, sorted by molar mass, largest number first:
SMILES	TbPYK inhibitor
COc1ccc(Cn2cc(S(=O)(=O)c3ccc(Cl)cc3)c(=O)c3cc4c(cc32)OCO4)cc1	0%
Cc1cccc(C)c1-n1nnnc1C(c1ccnc2ccccc12)N1CCN(CCN(C)C)CC1 (stereo unspecified)	1%
COc1cccc(NC(=O)c2c(C(=O)Nc3ccccc3)sc3nc(C)cc(=O)n23)c1	-13%
COC(=O)c1c(-c2ccccc2)[nH]c(-c2nccc3ccccc23)c1C(=O)OC	-7%
N#Cc1ccc(NC(=O)c2cc(-c3cccc(Cl)c3)on2)cc1	-8%

Additional results follow:
SMILES	TbPYK inhibitor
COC(=O)c1sccc1S(=O)(=O)N(CC(=O)Nc1cc(F)ccc1F)c1ccc(C)c(C)c1	6%
Cc1ccc([C@H]2N[C@]3(CCCN(Cc4ccccc4)C3=O)[C@H]3C(=O)N(Cc4ccccc4)C(=O)[C@@H]23)cc1	8%
Cc1c(C(=O)Nc2cc(F)ccc2F)sc2nc(-c3ccc(F)cc3)cn12	4%
COCCN1C(=O)CCC1(C)C(=O)NC1CCCC1 (stereo unspecified)	6%
COc1ccc2oc(=O)cc(CN3CCN(C(=O)c4ccccc4)CC3)c2c1	-6%
Cc1cc2oc(C(=O)N(Cc3ccccc3F)C3CCS(=O)(=O)C3)c(C)c2cc1Cl (stereo unspecified)	1%
COc1ccc(OC)c2sc(N3CCN(C(=O)C4COc5ccccc5O4)CC3)nc12 (stereo unspecified)	4%
Cc1cn2c(=O)cc(COc3cccc(NC(=O)c4cccc(F)c4)c3)nc2s1	-1%
CCOc1ccc(N(CC)S(=O)(=O)N2CCCC(C(=O)Nc3ccc(OC)c(OC)c3)C2)cc1 (stereo unspecified)	6%
CCN1C(=O)C(O)(c2c(C)[nH]c3ccccc23)c2ccccc21 (stereo unspecified)	3%

Three of the compounds above, field by field:
> CCc1noc(C)c1C(=O)Nc1sc(C(=O)N(C)C)c(C)c1C#N
  TbPYK inhibitor: 3%
> CCn1c(=O)cc(OCC(=O)Nc2cc(OC)c(OC)c(OC)c2)c2ccccc21
  TbPYK inhibitor: -5%
> O=C(NCc1ccc(F)cc1)c1cc(C2CCCCN2S(=O)(=O)Cc2ccccc2)on1 (stereo unspecified)
  TbPYK inhibitor: 3%

The results go on.
SMILES	TbPYK inhibitor
COc1cccc(C=C(C#N)C(=O)c2ccccc2)c1	-15%
CCN(CC)CCCNC(=O)c1sc2nc3n(c(=O)c2c1C)CCCCC3	1%
COC(=O)c1sccc1S(=O)(=O)N(CC(=O)NCc1ccc(C)cc1)c1ccc(C)c(C)c1	0%
NC(=O)Cn1c(=O)n(CCCCCC(=O)NCc2ccccc2)c(=O)c2sccc21	7%
COC(=O)c1ccc(CSc2nc3c([nH]c4ccccc43)c(=O)n2-c2cccc(OC)c2)o1	-1%
COc1ccc(C)cc1NC(=O)NC(C)c1c(-n2cccc2)sc(C)c1C (stereo unspecified)	-3%
Cc1cccc(C(=O)N2CCc3cc(CNC(=O)COc4ccc(Cl)cc4)ccc32)c1	1%
Cc1noc(C)c1S(=O)(=O)N(C)C[C@H]1OCCCC[C@@H](C)Oc2ccc(NS(=O)(=O)c3cn(C)cn3)cc2C(=O)N([C@H](C)CO)C[C@@H]1C	7%
Cc1ccc(-c2c(C(=O)N3CCN(c4cccc(C)c4)C(C)C3)oc(=O)c3ccccc23)cc1 (stereo unspecified)	-1%
Cc1cccc(S(=O)(=O)NC(=O)C2(C)CCN2C(=O)c2c(C)noc2C)c1 (stereo unspecified)	-3%
O=C(/C=C/[C@H]1O[C@@H](n2ccc(=O)[nH]c2=O)[C@H](O)[C@@H]1O)N[C@@H](Cc1ccccc1)C(=O)O	4%
Cc1cc(C)cc(NC(=O)Cn2c(C(F)(F)F)nc3ccccc32)c1	0%
CCCCOc1ccc(CNC(=O)c2cnc3sc(N4CCCCCC4)nn3c2=O)cc1	-1%
Cn1cc(S(=O)(=O)N2CCOCC2)cc1C(=O)Nc1ccc(Cl)c(C(F)(F)F)c1	3%
O=c1c2cc3c(cc2n(Cc2cccc(Cl)c2)c(=O)n1Cc1nc(-c2ccccc2)no1)OCO3	3%
COc1cc(NS(=O)(=O)c2ccc3c(c2)CC(=O)N3)cc(OC)c1OC	-3%
CC(C(=O)N1CCCC1)N(c1ccc(Cl)cc1)S(C)(=O)=O (stereo unspecified)	-4%
COc1cccc(CNC(=O)c2oc3ccc4c(c3c2C)C(=O)CC(C)(C)O4)c1OC	-1%
CC(=O)Nc1cccc(OCc2ccc([N+](=O)[O-])cc2)c1	-5%
CCC(=O)N1Cc2cc(C(=O)Nc3nccs3)nc(-c3cccc(-c4ccccc4OC)c3)c2[C@H]1CCO	?
O=C(CSc1nccn1Cc1ccc(F)cc1)Nc1nc2ccccc2s1	-4%
O=C(Nc1cccc(F)c1)N1CC[C@@]2(CCCN(C(=O)c3ccco3)C2)C1	0%
CC(C)(C)c1ccc(S(=O)(=O)NC(=O)C2(C)CCN2C(=O)Cc2ccc(Cl)cc2Cl)cc1 (stereo unspecified)	-1%
CCN(CC)C(=O)C1CCCN(c2ncnc3onc(C)c23)C1 (stereo unspecified)	-1%
CC(C)NC(=O)c1cc(C2CCCCN2C(=O)c2ccccc2)on1 (stereo unspecified)	-9%
COC(=O)c1ccc2nc(-c3ccco3)c(Cc3ccc(C)cc3)n2c1	?
CC(CNC(=O)Cn1ccc2cc(S(=O)(=O)N3CCCCCC3)ccc21)c1ccccc1 (stereo unspecified)	0%
Cc1ccc(-n2ncc(C(=O)NCCN3CCc4ccccc4C3)c2C2CCN(C(=O)OC(C)(C)C)CC2)cc1C	3%[15.4 µM]
C[C@@H]1CN([C@@H](C)CO)C(=O)CCCn2nncc2CO[C@H]1CN(C)Cc1cccc2c1OCCCO2	-1%
COc1ccc(-n2nc(C(=O)N3CCN(c4ccccc4OC)CC3)c3c4ccccc4n(C)c3c2=O)cc1Cl	4%
CCCOc1cccc(C(=O)Nc2cccc(NC(=O)c3ccc(C(C)(C)C)cc3)c2)c1	-2%
CCOc1ccc(CCNC(=O)c2oc(=O)c3ccccc3c2-c2ccc(C)cc2)cc1OCC	3%
COc1ccc(-c2nc3cc(C(C)C)ccc3o2)cc1NC(=O)c1ccccc1[N+](=O)[O-]	1%
CC(=O)NC(c1ccccc1)c1nc(-c2ccc(Cl)cc2)cs1 (stereo unspecified)	0%
Cc1nn(C)c2c1c(C(F)(F)F)cc(=O)n2CC(=O)NCCC(C)C	1%
O=C(c1ccc(CSc2nc3ccncc3n2Cc2ccc(F)cc2)cc1)N1CCCCCC1	9%
CCNC(=O)C1(C)CCN(C(=O)c2ccc(OC)cc2)C1 (stereo unspecified)	4%
CCc1ccc(C(=O)c2cnc3ccc(C)cc3c2S(=O)(=O)c2ccc(OC)cc2)cc1	-8%
CCOCCc1nn2c(=O)cc(COC(=O)c3ccccc3NC(=O)c3ccc(C)cc3)nc2s1	-3%
Cc1ccccc1C(=O)Nc1nc(-c2ccc(Br)cc2)ns1	-1%
CCOC(=O)c1cc(OC(=O)c2ccccc2F)n(-c2ccccc2)n1	-15%
CC1=C(C(=O)Nc2ccc(Cl)cc2)C(c2cccs2)n2nc(SCc3cccc(C)c3)nc2N1 (stereo unspecified)	2%
CCOC(=O)c1c(C)[nH]c(C)c1S(=O)(=O)N1CCC(C(=O)Nc2ccc(OC)c(OC)c2)CC1	4%
CCOC(=O)Cn1c(=O)oc2cc(S(=O)(=O)N3CCN(c4ccccc4F)CC3)ccc21	1%
O=c1c(-c2cc(F)cc(F)c2)nc2cnc(Oc3ccccc3)nc2n1C1CC1	2%
CCOc1ccc(NC(=O)CN2C(=O)C(c3ccccc3)=NC23CCCCCC3)cc1	5%
CCCCOc1cccc(C(=O)N(Cc2ccc(Cl)cc2)C2CCS(=O)(=O)C2)c1 (stereo unspecified)	0%
COc1ccc(S(=O)(=O)N(C)C[C@H]2OCCCC[C@@H](C)Oc3ccc(N(C)C)cc3C(=O)N([C@H](C)CO)C[C@@H]2C)cc1	?
CCn1cc(S(=O)(=O)c2cccc(Cl)c2)c(=O)c2cc(F)c(N3CCC(C)CC3)cc21	6%
Cc1c(C(=O)OC2CCCCC2)[nH]c2c1C(=O)CC(c1ccc(C(C)(C)C)cc1)C2 (stereo unspecified)	-6%
(continued)
SMILES	TbPYK inhibitor
Cc1ccc(Cn2cc(S(=O)(=O)c3ccc(C)cc3)c(=O)c3cc(F)c(N4CCCC4)cc32)cc1	-5%
CCCN1CCN(c2cc3c(cc2F)c(=O)c(S(=O)(=O)c2ccc(Cl)cc2)cn3C)CC1	-4%
CCc1ccc(NC(=O)CC2C(=O)N(c3ccc(Cl)cc3)C(=O)N2Cc2cccs2)cc1 (stereo unspecified)	5%
Cc1ccccc1-n1c(/C=C/c2ccccc2F)nc2ccccc2c1=O	-5%
COC(=O)c1cn(C(=O)c2ccc3c(c2)OCO3)c2ccccc12	2%
COc1ccccc1N1CCN(c2ccc(=O)n(CC(=O)NCc3ccc(OC(C)C)cc3)n2)CC1	1%
CSc1ccc(/C=C/c2nc3ccccc3n2S(=O)(=O)c2ccc(Br)cc2)cc1	-24%
CCOC(=O)[C@]12Cc3cc(OC)ccc3[C@H]1N(C(C)C)C(=O)c1cc(OC)ccc12	-7%
Cc1cccn2c(=O)cc(CSc3nnc(NC(=O)COc4ccc(F)cc4)s3)nc12	4%
O=C(NC1CCCCC1)C(C1CC1)N1CCc2ccccc2C1 (stereo unspecified)	1%

Reformatted: entries from further up
structure,TbPYK inhibitor
CCOC(=O)[C@]12Cc3cc(OC)ccc3[C@H]1N(C(C)C)C(=O)c1cc(OC)ccc12,-7%
Cc1cccn2c(=O)cc(CSc3nnc(NC(=O)COc4ccc(F)cc4)s3)nc12,4%
O=C(NC1CCCCC1)C(C1CC1)N1CCc2ccccc2C1 (stereo unspecified),1%

New compounds follow:
SMILES	TbPYK inhibitor
CCN1CCN(c2ncc3c(n2)CCN(Cc2ccc(C)s2)C3)CC1	3%
COC(=O)c1c(SC)nc2ccccc2c1OCc1ccc(C)cc1	0%
Cc1cccc(NC(=O)CSc2nc3ccc(NC(=O)COc4ccccc4F)cc3s2)c1	-1%
Cc1cc(C)n2c(NCc3ccccc3)c(CC(C)C)nc2n1	4%
